Compound activity (PubChem BioAssay)
M1 ag parental = M1 agonist counterscreen hit in parental CHO-K1 cells; Fluo-8 calcium fluorescence; scaled to maximal ATP response, vehicle zero; activation, % at 3 µM; actives 0.48% (n = 360,000); in the data active = activation above about 15%;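 also: untransfected CHO-K1 host cells lacking M1 receptor as counterscreen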
M4 ag = CHRM4 agonism in calcium assay; P08173; CHO-K1 hM4/Gqi5, Fluo-8 calcium fluorescence; vehicle 0%, full acetylcholine response 100%; activation, % at 3 µM; actives 0.14% (n = 360,000); AID 624127;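 active = activation above the run mean over all test wells plus 3 SD, cut at about 32% in these data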;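 also: peak over basal fluorescence ratio per well then scaled between controls; 0% = DMSO wells and 100% = acetylcholine at EC100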
CHRM1 PAM = potentiates human M1 receptor response to acetylcholine. CHO-K1 hM1, Fluo-8 calcium fluorescence, ACh EC20; 0% = ACh EC20, 100% = maximal ACh. activation, % at 3 µM. actives 0.088% (n = 360,000); in the data active = activation above about 19%, passing the limit was not always enough
Target sequence (P11229 whole entry, looked up): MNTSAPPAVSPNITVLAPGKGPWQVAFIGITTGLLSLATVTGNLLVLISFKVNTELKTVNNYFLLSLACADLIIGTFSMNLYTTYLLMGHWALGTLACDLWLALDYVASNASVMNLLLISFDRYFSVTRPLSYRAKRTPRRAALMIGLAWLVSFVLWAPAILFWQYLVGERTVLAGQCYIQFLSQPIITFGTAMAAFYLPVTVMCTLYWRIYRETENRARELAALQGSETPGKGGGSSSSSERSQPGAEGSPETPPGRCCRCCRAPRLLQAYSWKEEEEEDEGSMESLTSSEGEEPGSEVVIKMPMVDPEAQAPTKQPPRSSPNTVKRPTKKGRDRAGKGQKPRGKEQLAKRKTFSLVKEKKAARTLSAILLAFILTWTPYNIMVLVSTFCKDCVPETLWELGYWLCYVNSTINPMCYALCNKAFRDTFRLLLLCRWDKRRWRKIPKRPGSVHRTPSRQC
CHO parental Ca = counter-screen: ATP calcium response change in parental CHO cells. parental CHO-K1, ATP-induced calcium, Fluo-8 fluorescence. actives 0.63% (n = 330,000). AID 463079. inhibition, % at 5.6 µM;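 active = inhibition above that plate's mean sample inhibition plus 3 SD, cut at about 26% in these data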;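 also: 0% = ATP-challenged DMSO wells and 100% = DMSO wells without ATP; some compounds past the cut are filed as inactive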
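test system = CHO parental line | reagent = ATP stimulus | measured by = intracellular calcium via Fluo-8 no-wash fluorescent dye | control set = ATP and no-ATP DMSO wells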
M1 antag = blocks human M1 muscarinic receptor; actives 1.3% (n = 360,000); P11229; inhibition, % at 3 µM; CHO-K1 hM1, Fluo-8 calcium fluorescence, ACh EC80 antagonist;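 active = percent inhibition above its own plate's cutoff, namely the mean of that plate's compound wells plus 3 SD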;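 also: peak over basal fluorescence ratio during 140 s after agonist addition; 0% = ACh EC80 plus DMSO and 100% = DMSO alone without agonist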
OXTR potentiator = potentiates the human oxytocin receptor response; CHO-OTR cells, Fluo-8 calcium fluorescence, potentiator mode; 0% = oxytocin EC15, 100% = EC100; activation, % at 3 µM; actives 0.061% (n = 320,000);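 active = activation above that plate's cutoff, the mean activation of tested compounds plus 3 SD, cut at about 6.6% in these data, passing the limit was not always enough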;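 also: 100% uses oxytocin at 75 nM as the full agonist control; some results filed as inactive read as strong as hits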
Target sequence (P30559 whole entry, looked up): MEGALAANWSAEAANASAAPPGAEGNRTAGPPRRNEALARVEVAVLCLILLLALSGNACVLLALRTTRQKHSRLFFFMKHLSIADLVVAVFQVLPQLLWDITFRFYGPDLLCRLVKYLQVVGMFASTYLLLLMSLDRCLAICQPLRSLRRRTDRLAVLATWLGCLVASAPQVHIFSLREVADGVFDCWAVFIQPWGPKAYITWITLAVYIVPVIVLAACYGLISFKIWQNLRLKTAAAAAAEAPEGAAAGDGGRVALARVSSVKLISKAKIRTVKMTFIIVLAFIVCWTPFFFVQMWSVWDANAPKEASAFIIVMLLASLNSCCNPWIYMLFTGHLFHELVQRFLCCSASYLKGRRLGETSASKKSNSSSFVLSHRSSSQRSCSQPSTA
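assay system = CHO-OTR cells, human receptor | schedule = compound 6 min at room temperature before oxytocin, 100 s read | detection = Fluo-8 intracellular calcium fluorescence, ex 470-495, em 515-575 nm | evaluation = normalized max/min fluorescence ratio, % activation | control set = EC15 oxytocin alone as 0%, 75 nM oxytocin (EC100) as 100%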
M1 ag = human M1 muscarinic receptor agonism; P11229; CHO-K1 hM1, Fluo-8 calcium fluorescence, agonist mode; 0% DMSO, 100% acetylcholine EC100; activation, % at 3 µM; actives 0.33% (n = 360,000);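 active = activation above the run's mean compound activation plus 3 SD, cut at about 16% in these data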;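 also: peak over basal fluorescence ratio within a 140 s kinetic read after compound addition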
CHRM4 antagonist = CHRM4 antagonism in calcium assay | P08173 | CHO-hM4 cells, ACh EC80, Fluo-8 calcium fluorescence | actives 0.73% (n = 360,000) | inhibition, % at 3 µM;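 active = inhibition above its plate's cutoff, the mean inhibition of sample wells plus 3 SD, cut at about 27% in these data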;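 also: 0% = acetylcholine EC80 with DMSO and 100% = DMSO without agonist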
CHO-K1 Ca antag = nonselective inhibitor or artifact in parental CHO-K1 cells. ATP-induced calcium, Fluo-8 fluorescence. inhibition, % at 3 µM. actives 0.6% (n = 360,000). AID 602250;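 active = inhibition above a per-plate cutoff, the plate's mean sample inhibition plus 3 SD, cut at about 24% in these data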;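 also: 0% = DMSO plus EC80 ATP and 100% = DMSO alone without ATP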
Numbers without * were called inactive; x = no result given.

canonical_smiles	M1 ag parental	M4 ag	CHRM1 PAM	CHO parental Ca	M1 antag	OXTR potentiator	M1 ag	CHRM4 antagonist	CHO-K1 Ca antag
CC(=O)OC(C)(CCC(C)(OC(C)=O)C(C)=O)C(C)=O (stereo not given)	0.3	0	7	x	-12	x	-3	16	-10
Nc1nc(N)c2[nH]c(-c3ccccc3)nc2n1	0.2	0	6	x	-11	x	-2	5	-16
COc1ccc(C2(C(=O)NCc3ccco3)CCCC2)cc1OC	0.0	0	-1	1	-9	0	-4	-9	-4
COc1cccc(C2CC(C(F)(F)F)n3ncc(C(=O)NCC4CCCO4)c3N2)c1 (stereo not given)	1.3	2	15	-15	-14	2	-5	-1	-17
CC1(Cc2cc(Cl)ccc2C(F)(F)F)C(=O)Nc2ccc(-c3ccc(F)c(Cl)c3)cc21 (stereo not given)	3.7	4	3	x	-9	x	3	-13	-11
S=c1[nH]nc(C2COc3ccccc3O2)o1 (stereo not given)	-0.4	1	4	-2	-4	-9	-1	7	-19
CC(C)Oc1ccc(C(=O)OCC(=O)c2ccc[nH]2)cc1	0.7	5	-2	-7	7	-7	-4	-7	4
CC(Sc1nc(-c2ccccc2)cc(C(F)(F)F)n1)C(=O)N1CCCCC1 (stereo not given)	1.3	8	-8	14	22	-11	-1	-7	20
O=C(CN(Cc1ccco1)C(=O)c1cccc(F)c1)Nc1ccccc1C(F)(F)F	-0.2	2	14	-20	-13	1	1	-7	-12
CN(C)c1ccc(-c2ccnc3c2CC(C)(C(=O)Nc2cccc(C(F)(F)F)c2)O3)cc1 (stereo not given)	0.1	2	6	x	-9	x	-3	-10	-3
COc1cccc(-c2nc(-c3ccc(NC(=O)Cc4ccccc4OC)cc3)no2)c1	0.7	2	-6	x	16	x	-1	5	6
COc1cccc(-c2nnc(SCc3ccccn3)n2C)c1	-0.2	0	9	-2	-23	-2	2	1	12
CC1=NN(C(C#N)c2cccc([N+](=O)[O-])c2)C(C)(C)C1 (stereo not given)	-0.1	0	4	4	-6	-11	-6	3	5
O=C(Oc1c(CN2CCOCC2)cc(Cl)c2cccnc12)c1ccccc1Cl	2.3	4	5	-17	0	-7	-8	-2	-24
O=c1c2c(ncn2C2CCCC2)n(Cc2ccccc2)c(=O)n1CCOc1ccc(Br)cc1	0.5	0	7	-25	-3	-6	-6	-17	-18
Cc1ccc(C)c(N(C(=O)CNC(=O)c2ccco2)C(C(=O)NCC2CCCO2)c2ccccc2)c1 (stereo not given)	5.3	21	-1	-19	6	-11	-4	-10	-1
CCC(Oc1ccc(Cl)cc1)C(=O)N1CC(=O)Nc2ccccc21 (stereo not given)	1.0	1	8	-10	-11	-7	-1	-3	-7
COc1ccccc1C1C2C(=O)N(c3ccccc3)C(=O)C2ON1c1ccccc1 (stereo not given)	3.5	12	-5	-4	20	-7	-3	19	6
CCN(C[C@H]1N[C@@](CC)(C(=O)OC)[C@H]2C(=O)N(Cc3ccccc3)C(=O)[C@@H]12)C(=O)c1ccc(C(C)(C)C)cc1	5.8	18	-14	-30	28*	-3	0	11	-9
Cc1nc(SC2C=CS(=O)(=O)C2)n[nH]1 (stereo not given)	0.5	0	-3	-1	6	1	-3	7	13
Cc1ccsc1/C=N/NC(=O)c1ccc([N+](=O)[O-])cc1	1.2	0	1	1	4	1	-6	-5	-15
CCN1CCN(CC(=O)Nc2sc3c(c2C#N)CCC(C)C3)CC1 (stereo not given)	1.1	7	4	-37	-2	-23	-5	5	-1
COCCNCCOc1ccccc1-c1ccccc1	1.3	2	2	-35	-26	-14	-4	-1	-6
COc1ccc(OCCCC(=O)OCC(=O)Nc2ncc(Cl)cc2Cl)cc1	2.0	3	16	x	-20	x	-1	-6	-8
COc1ccc(-c2nc(C#N)c(N3CCC(C)CC3)o2)cc1	-1.0	-2	-8	-20	1	-7	-6	2	-15
COCCN(C(=O)COC(=O)Cc1coc2cc3c(cc12)CCC3)c1c(N)n(Cc2ccccc2)c(=O)[nH]c1=O	-0.2	0	0	-28	-5	-9	-8	5	-4
Cc1ccc(S(=O)(=O)N/N=C\c2cc([N+](=O)[O-])ccc2Cl)cc1	9.4	2	4	-1	-18	5	9	-3	-3
N#C/C(=C(/O)COC(=O)CCC1CCCCC1)c1nc2ccccc2[nH]1	0.1	1	-1	0	-4	-8	-1	-12	-6
CCNS(=O)(=O)c1ccc(NC(=S)NCc2ccco2)cc1	0.6	1	-3	2	4	-4	-9	4	-8
CCCCn1c(N)c(N(CC(C)C)C(=O)C2CCCN(C(=O)c3ccc(Cl)cc3)C2)c(=O)[nH]c1=O (stereo not given)	0.0	-1	4	-19	-8	5	-3	-7	3

Retrieved by structure from above (2):
canonical_smiles	M1 ag parental	M4 ag	CHRM1 PAM	CHO parental Ca	M1 antag	OXTR potentiator	M1 ag	CHRM4 antagonist	CHO-K1 Ca antag
CCNS(=O)(=O)c1ccc(NC(=S)NCc2ccco2)cc1	0.6	1	-3	2	4	-4	-9	4	-8
S=c1[nH]nc(C2COc3ccccc3O2)o1 (stereo not given)	-0.4	1	4	-2	-4	-9	-1	7	-19

Going on with the list.
canonical_smiles	M1 ag parental	M4 ag	CHRM1 PAM	CHO parental Ca	M1 antag	OXTR potentiator	M1 ag	CHRM4 antagonist	CHO-K1 Ca antag
Cc1ccc(S(=O)(=O)NC(C)(C)CSc2ccccn2)cc1	1.4	1	-7	1	12	-2	-8	7	-3
Nc1ncnc2c1nc(N1CCCCC1)n2[C@@H]1O[C@H](CO)[C@@H](O)[C@H]1O	1.8	2	10	-8	-11	-2	-5	-4	-28
CCN1C(=O)[C@H]2[C@@H](c3ccc(-c4ccc(Cl)c(Cl)c4)cc3)N[C@@](CC(C)C)(C(=O)OC)[C@H]2C1=O	0.6	0	7	-20	-4	3	-3	8	-19
O=C(NCc1ccco1)/C(=C/c1ccc(C(F)(F)F)cc1)c1nc2ccccc2[nH]1	0.9	5	6	-5	-5	0	-4	-9	-3
Cc1c(NC(=O)c2cc3ccccc3oc2=O)c(=O)n(-c2ccccc2)n1C	0.4	0	2	-2	-7	3	-12	13	-12
CN(C)c1ccc(C(=S)NCc2ccco2)cc1	0.4	1	4	-3	-12	-11	-5	3	-5
FC(F)(F)c1nc(N2CCCC2)ncc1-c1nnnn1-c1ccccc1	6.6	10	-3	40*	10	-22	0	10	2
CC1CCCCC1NC(=O)CSC1=Nc2ccccc2C2CC=NN12 (stereo not given)	-0.4	0	4	3	-3	-3	-4	5	-2
Cc1ccc(Cn2ncc3c(NCCN(C)C)ncnc32)cc1	0.5	0	1	-2	0	-11	-9	5	-15
C=CCNS(=O)(=O)c1ccc2c(c1)n(C)c(=O)n2C	0.1	3	0	-9	-8	1	-2	-5	1
COCCNCC(=O)Nc1ccc(C)c(S(=O)(=O)N2CCCCC2)c1	2.6	1	8	-17	-3	-9	-4	-16	-11
CCC1CCCCN1CCCNC(=O)c1c(O)nc2cc(C)ccn2c1=O (stereo not given)	0.2	0	17	-12	-10	-1	-3	9	-6
Cc1nc2nc[nH]n2c(=O)c1NS(=O)(=O)c1ccc(C(C)(C)C)cc1	1.4	0	0	-8	-3	-5	-2	9	-6
Cc1cc(NC(=O)c2ccc(Cl)cc2)n(-c2ccccc2)n1	1.3	3	8	-11	-3	0	-5	-9	-2
Cc1cc2ccccc2cc(C)c1=O	-0.4	0	-2	-2	16	-6	-1	0	-5
CCc1nnc(NC(=O)C(NC(=O)c2ccccc2Cl)C(C)C)s1 (stereo not given)	2.5	2	1	-10	-4	-9	-2	8	-5
O=C(Nc1ccc(N2CCN(C(=O)c3cccs3)CC2)cc1)c1ccc(Br)o1	6.3	12	-10	-14	7	-1	-3	6	-5
CC(C)N(CC(N)=O)c1ccc(S(=O)(=O)N2CCCC2)cn1	0.7	1	5	-6	2	-1	-5	6	-8
CCN(CC)CCOC(=O)c1ccc(N/C=C(/C#N)c2nc(-c3ccc(OC)cc3)cs2)cc1	2.1	3	-3	-22	2	-3	-6	-3	-10
Nc1nnc(CCCCCCCCCCc2nnc(N)s2)s1	8.7	8	0	-8	6	-11	1	-5	-6
CCOC(=O)c1cc(NC(=O)c2ccoc2C)cc(C(=O)OCC)c1	-0.5	-1	3	-22	-13	-3	-4	-9	-25
O=C(CSC(=S)N1CCCCC1)Nc1nc(-c2ccccc2)c(-c2ccccc2)o1	0.9	0	11	-5	-12	0	-6	6	0
Cc1ccc(NC(=O)CN2C(=O)COc3ccc(S(=O)(=O)N4CCOCC4)cc32)cc1N(C)C	-0.1	1	14	-13	-14	0	-4	-8	-4
O=C(N/N=C\c1ccc(OC(=O)c2cccs2)cc1)c1ccc(Cl)cc1	0.0	0	9	1	-4	-4	-3	14	-7
CN1[C@@H](CC(=O)c2ccccc2)CCC[C@H]1C[C@H](O)c1ccccc1	0.7	3	-8	-4	-20	-3	-7	4	-4
CCN(CC)S(=O)(=O)c1cccc(NC(=O)C2CC(=O)N(c3ccc4c(c3)OCCO4)C2)c1 (stereo not given)	-0.2	3	-2	-14	8	-4	-5	-3	3
CCN(CC)c1ccc(S(=O)(=O)N2CCOCC2)cc1NC(=O)CN1CCc2ccccc2C1	1.0	3	-5	3	-1	-13	-8	5	12
CCN(CC)S(=O)(=O)c1cccc(NC(=O)COC(=O)C2COc3ccccc3O2)c1 (stereo not given)	1.1	4	-5	-1	6	-9	-7	-6	14
CC1(C)C2([N+](=O)[O-])CN3CC1([N+](=O)[O-])CN(C2)C31CCCC1	0.3	0	1	3	-2	-5	-4	8	1
CCOc1ccc(NC(=O)c2cccc(-n3cccc3)c2)cc1S(=O)(=O)N1CCOCC1	2.8	11	1	-28	5	-2	-3	8	-14

One compound at a time, as listed above. Values in the order: M1 ag parental | M4 ag | CHRM1 PAM | CHO parental Ca | M1 antag | OXTR potentiator | M1 ag | CHRM4 antagonist | CHO-K1 Ca antag
Shown for `Cc1ccc(S(=O)(=O)NC(C)(C)CSc2ccccn2)cc1` → 1.4 | 1 | -7 | 1 | 12 | -2 | -8 | 7 | -3
Shown for `CCOc1ccc(NC(=O)c2cccc(-n3cccc3)c2)cc1S(=O)(=O)N1CCOCC1` → 2.8 | 11 | 1 | -28 | 5 | -2 | -3 | 8 | -14

More entries follow.
canonical_smiles	M1 ag parental	M4 ag	CHRM1 PAM	CHO parental Ca	M1 antag	OXTR potentiator	M1 ag	CHRM4 antagonist	CHO-K1 Ca antag
COc1ccc(-c2cnc3c(NC=O)cc(-c4ccoc4)cn23)cc1OC	-0.2	0	6	x	-4	x	-3	-1	16
C=CCNC(=S)N/N=C/c1ccc(C)c([N+](=O)[O-])c1	0.4	2	-2	-14	3	-8	-10	-2	-2
Cc1nc2c(-c3ccccc3)c(C)nn2c(C)c1CCC(=O)N1CCOCC1	-0.1	0	15	-5	-12	-2	-2	4	-1
c1ccc2c(c1)nc(CN1CCOCC1)n1c3ccccc3nc21	1.5	4	6	-12	-6	-15	-2	-13	-5
COc1ccc(NC(=O)Nc2ccc3c(c2)C(=O)N([C@@H](C)CO)C[C@@H](C)[C@@H](CN(C)CC2CCCCC2)O3)cc1	-0.2	0	-8	-16	11	0	-11	9	-4
CCOC(=O)N=Nc1c(O)n(CC)c2ccccc12	-0.3	0	12	-12	-10	-6	-9	-1	3
COc1ccc(OC)c(S(=O)(=O)N2CCN(C(=O)c3ccco3)CC2)c1	0.3	1	18	-7	-23	-17	-2	-8	-7
